ROC1-CUL1 inh: inhibitors of human ROC1-CUL1 ubiquitin ligase activity. inhibition, % at 10 µM. P62877+Q13616. AID 1347404. in vitro K48 di-Ub FRET, acceptor:donor ratio, 45 min. actives 0.6% (n = 140,000); in the data active means inhibition above about 25%
Target sequence (P62877 whole entry, looked up): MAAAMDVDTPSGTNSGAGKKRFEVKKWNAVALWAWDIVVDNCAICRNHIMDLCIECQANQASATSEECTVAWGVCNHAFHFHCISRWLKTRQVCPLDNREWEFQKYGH
Target sequence (Q13616 whole entry, looked up): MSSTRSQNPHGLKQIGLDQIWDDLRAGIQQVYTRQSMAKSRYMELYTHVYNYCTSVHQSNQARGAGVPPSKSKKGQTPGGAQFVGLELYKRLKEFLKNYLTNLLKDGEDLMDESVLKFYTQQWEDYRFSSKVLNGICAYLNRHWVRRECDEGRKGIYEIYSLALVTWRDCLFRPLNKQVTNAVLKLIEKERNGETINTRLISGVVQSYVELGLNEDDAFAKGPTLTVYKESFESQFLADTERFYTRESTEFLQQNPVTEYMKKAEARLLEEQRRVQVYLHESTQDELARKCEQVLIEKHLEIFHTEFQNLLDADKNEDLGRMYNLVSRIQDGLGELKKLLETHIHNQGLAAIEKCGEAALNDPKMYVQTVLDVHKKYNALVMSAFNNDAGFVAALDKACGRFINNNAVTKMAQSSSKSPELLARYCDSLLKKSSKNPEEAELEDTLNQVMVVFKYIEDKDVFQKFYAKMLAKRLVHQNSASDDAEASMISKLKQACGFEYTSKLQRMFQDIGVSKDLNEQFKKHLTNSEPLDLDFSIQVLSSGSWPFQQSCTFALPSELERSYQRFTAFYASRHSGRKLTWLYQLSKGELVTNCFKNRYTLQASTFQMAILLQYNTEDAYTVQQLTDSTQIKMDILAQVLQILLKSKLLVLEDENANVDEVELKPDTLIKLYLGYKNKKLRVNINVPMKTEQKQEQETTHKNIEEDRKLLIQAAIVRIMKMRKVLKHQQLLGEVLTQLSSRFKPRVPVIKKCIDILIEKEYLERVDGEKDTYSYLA
Numbers without * were called inactive. An excerpt; the hit share may differ from the screen's.

SMILES | ROC1-CUL1 inh
COc1ccc(C(=O)N2CC(=O)Nc3ccc(F)cc3C2c2ccc(F)cc2)c(OC)c1 (stereo unspecified) | -10.0
COc1ccccc1N1CCN(c2ccc(=O)n(CC(=O)NCc3ccc(F)cc3)n2)CC1 | 5.1
O=C(NNCC(O)COc1ccccc1)c1ccccc1 (stereo unspecified) | -7.9
CN(C)C(Cl)=NC1=C(C#N)C(c2ccccc2)C(C#N)=C(N=C(Cl)N(C)C)S1 (stereo unspecified) | 2.6
Cc1ccc(F)cc1NC(=O)CN1CCCCC1 | 14.7
COc1ccccc1NC(=O)CSCC1=Nc2c(Cl)cccc2C(=O)C1 | -12.4
COc1cc(C(=O)Nc2cc3c(cc2C)n(C)c(=O)c(=O)n3C)cc(OC)c1OC | -2.9
CCCNC(=O)Cn1nc(-c2ccc(C)c(C)c2)c2cnc3ccc(OC)cc3c21 | -4.1
Cn1cc(S(=O)(=O)N2CCCCCC2)cc1C(=O)N1CCN(c2cccc(C(F)(F)F)c2)CC1 | 2.8
C/C(=N\N=C1/NC(=O)CC(C(=O)Nc2ccccc2)S1)c1cccs1 (stereo unspecified) | 2.6
O=S(=O)(c1ccccc1)n1c(-c2cc3ccccc3[nH]2)cc2ccccc21 | -0.5
FC(F)(F)c1nnc2sc(Cc3ccc(Cl)cc3)nn12 | 0.7
CN(C)CCCCc1c2c(cc3c1CCC3)CCC2 | -12.0
CCC(CC)NCc1cccnc1Oc1ccc(C)nc1 | 1.0
CCCC(=O)n1nc(-c2ccco2)nc1N | 0.3
Cc1cc(C)cc(NC(=O)N2CCC(CN3CCCCCC3)CC2)c1 | -7.2
Cc1ccc2nc3sc(C(=O)Nc4ccccc4[N+](=O)[O-])c(N)c3cc2c1 | -5.3
COc1ccccc1NC(=O)C(=O)N/N=C/c1c[nH]c2ccccc12 | 3.8
CCOC(=O)c1c(C)[nH]c(C)c1S(=O)(=O)NCC(=O)Nc1cc(C)ccc1OC | -1.1
COc1ccc(-c2nc3ccccc3s2)cc1NC(=S)NC(=O)C(C)(C)C | -12.2
C/C(=N\O)C(=O)NCCCN1CCOCC1 | 3.2
COc1ccc(/C=C/C(=O)Nc2ccc(Cl)c(Cl)c2)cc1OC | 4.8
O=C(NC(Nc1ccc(Cl)cc1)C(Cl)(Cl)Cl)c1ccc([N+](=O)[O-])cc1 (stereo unspecified) | 3.9
CC(Oc1ccccc1Cl)C(=O)N1CCN(c2ncccn2)CC1 (stereo unspecified) | -3.8
O=C1CC(C2CCCO2)C(=O)N1c1ccccc1 (stereo unspecified) | 0.3
Cc1ccccc1C(=O)NC(N1CCCC1)C(Cl)(Cl)Cl (stereo unspecified) | -3.1
CC(C)Cc1ccc(C(=O)N2CCCC(CNC(=O)c3ccc(F)cc3)C2)cc1 (stereo unspecified) | -0.3
CC(=O)Nc1ccc2nc(SCCOc3ccccc3)sc2c1 | -5.9
COc1ccccc1N1CCN(CCCNC(=O)Cn2ncc3c([nH]c4ccccc43)c2=O)CC1 | -0.3
O=C(c1cccs1)N1CCC(C2CCN(Cc3cccnc3)CC2)C1 (stereo unspecified) | -8.5
N=C(c1ccc(-c2cn3ccccc3n2)cc1)N1CCCC1 | 2.9
Cc1ccc2nc(-c3ccc(NC(=O)C(C)(C)C)cc3)[nH]c2c1 | -3.5
COc1ccccc1CNC(=O)CN1C(=O)CCn2nc(-c3ccccc3)cc21 | -1.9
Clc1ccc(NNc2ccnc3cc(Cl)ccc23)cc1 | -11.0
COCCN(C(=O)CCc1nnc(C2CCCCC2)o1)C(C)C | -0.6
CCOc1ccc(NC(=O)NCCCN2CCN(c3ccc(F)cc3)CC2)cc1 | -3.4
CCn1cc(CNC2CCCc3nc(N4CCC(CO)CC4)ncc32)cn1 (stereo unspecified) | 1.6
CN1C(=O)C(/C(=N/Nc2ccc([N+](=O)[O-])cc2[N+](=O)[O-])c2nn[nH]n2)C(=O)c2ccccc21 (stereo unspecified) | 1.1
Nc1c(C(=O)Nc2ccc(F)cc2)sc2nc(-c3ccc4c(c3)OCO4)ccc12 | -3.9
COc1cccc(-c2cc(C(=O)Nc3cnn(Cc4ccc(Cl)cc4Cl)c3)no2)c1 | 6.3
CCC(=O)N1c2ccc(S(=O)(=O)CCC(=O)NCc3cccc(OC)c3)cc2CC1C (stereo unspecified) | -12.3
O=C1CCCC2=Nc3ncnn3C(c3ccccc3)C12 (stereo unspecified) | -3.6
Cc1ccc(CNS(=O)(=O)c2c(C)nc3scc(C)n3c2=O)cc1 | -0.3
Cn1nncc1C(O)c1ccc2c(c1)OCO2 (stereo unspecified) | 3.6
Cn1c(NC(=O)c2ccc(Cl)cc2)nc2ccccc21 | 3.2

Structures from the list above with an NH in an aromatic ring:
SMILES | ROC1-CUL1 inh
O=S(=O)(c1ccccc1)n1c(-c2cc3ccccc3[nH]2)cc2ccccc21 | -0.5
COc1ccccc1NC(=O)C(=O)N/N=C/c1c[nH]c2ccccc12 | 3.8
CCOC(=O)c1c(C)[nH]c(C)c1S(=O)(=O)NCC(=O)Nc1cc(C)ccc1OC | -1.1
COc1ccccc1N1CCN(CCCNC(=O)Cn2ncc3c([nH]c4ccccc43)c2=O)CC1 | -0.3
Cc1ccc2nc(-c3ccc(NC(=O)C(C)(C)C)cc3)[nH]c2c1 | -3.5
CN1C(=O)C(/C(=N/Nc2ccc([N+](=O)[O-])cc2[N+](=O)[O-])c2nn[nH]n2)C(=O)c2ccccc21 (stereo unspecified) | 1.1

New compounds follow:
SMILES | ROC1-CUL1 inh
Cc1cc(=O)[nH]c(SCC(=O)Nc2cc(Cl)ccc2Oc2ccccc2)n1 | 11.0
O=S(=O)(c1ccc(Cl)c(C(F)(F)F)c1)N1CCCC1 | 7.8
CCc1n[nH]c2c1CN(C(=O)Cn1c(C3CC3)nc3ccccc31)CC2 | 17.4
COc1ccccc1-c1nnc(C2CCN(C(=O)c3ccc(C)cc3)CC2)o1 | -5.5
COc1ccc(/C=N/NC(=O)c2cc3c(ccc4ccccc43)o2)c(OC)c1 | 17.0
O=C(NCc1cccnc1)C1CCN(C2CCN(C(=O)C3=CCCCC3)CC2)CC1 | -3.9
CCCCN1C(=O)c2ccc(C(=O)Nc3cc(OC)c(OC)cc3C(=O)O)cc2C1=O | 1.3
CCCn1cc(S(=O)(=O)c2ccc(CC)cc2)c(=O)c2ccccc21 | 4.4
COCCC1CCCCN1C(=O)CC1(c2ccc(-c3ccccc3)cc2)CC(=O)N(C2CC2)C1=O (stereo unspecified) | 0.0
C=CCn1c(SCC(=O)NCC2CCCO2)nc2sc3c(c2c1=O)CCC3 (stereo unspecified) | 7.0
COc1ccc(-c2csc(-c3cccnc3)n2)cc1 | 2.6
CCCCC(CC)CNC(=O)CCCCn1c(=O)[nH]c2ccsc2c1=O (stereo unspecified) | 3.7
O=C(Oc1c(Cl)cc(Cl)c2cccnc12)c1ccc(-c2cccc([N+](=O)[O-])c2)o1 | -1.9
N/C(=N\OCc1cccc(C(F)(F)F)c1)c1nonc1N | -3.5
COc1ccc(-c2cc(-c3ccccc3)nc3sc(C(=O)Nc4cc(C)ccc4C)c(N)c23)cc1 | 0.4
CC(=O)c1cccc(NC(=O)CCCSc2nc(-c3ccco3)cc(C(F)(F)F)n2)c1 | -1.1
Cc1cccc(CN2CCCC(O)(CN3CCN(CC4CC4)CC3)C2=O)c1 (stereo unspecified) | 5.8
CC(C)Oc1ccccc1NC(=O)c1ccc(F)cc1 | -9.9
O=C(NC(=S)Nc1ccc(S(=O)(=O)N2CCCC2)cc1)c1ccc(Cl)cc1Cl | -0.8
O=C(Nc1ccc([N+](=O)[O-])cc1)c1cc([N+](=O)[O-])cc([N+](=O)[O-])c1NCc1ccccc1 | -4.9
Cc1c(C#N)c(N)c(C(=O)c2ccccc2)n1-c1ccc(Br)cc1 | -9.2
O=c1c(-c2ccccc2)coc2cc(OCc3ccccc3Cl)ccc12 | 7.7
N#Cc1ccc(C2N(c3ccccc3)CCN2c2ccccc2)cc1 | 0.0
O=CN1CCCN(Cc2cn(Cc3ccccc3)nc2-c2cc3ccccc3o2)CC1 | 0.5
O=C(CSc1nc2ccccc2nc1Cc1ccc(Cl)cc1)N1CCN(c2ccccc2)CC1 | -12.2
CCCC(=O)Nc1ccc(-c2ccc(NC(=O)CCC)c(C)c2)cc1C | -9.9
Cc1ccc(OCC(O)CN2CCN(CCO)CC2)cc1 (stereo unspecified) | 7.4
CCO[C@H]1[C@H](NC(=O)c2cccnc2)c2ccccc2C12CCN(C(=O)C1CCCCC1)CC2 | 3.0
Cc1ccc2cc3c(N)c(C(=O)Nc4ccccc4C)sc3nc2c1 | -7.9
COCc1cc(=O)[nH]c(-c2cccc(CN3CCCC(CNC(C)=O)C3)c2)n1 (stereo unspecified) | 1.6
O=C(Nc1ccccc1)C1CCCCC1 | -0.3
Cc1nc2c(nc1Cl)c(=O)n(C)c(=O)n2C | -5.2
COc1ccc(-c2cc(C(F)(F)F)n3nc(C(=O)NCc4cnn(C)c4C)c(Cl)c3n2)cc1 | -5.2
Cc1cccc(N2CCN(C3(c4ccccc4)C(=O)c4ccccc4C3=O)CC2)c1C | -5.8
CC(C)c1ccc(OCC(O)CN2CCN(c3ccccn3)CC2)cc1 (stereo unspecified) | -7.3
COc1cccc(C(=O)NCC2CCCN(CCCC3CCCC3)C2)c1OC (stereo unspecified) | -3.8
O=C(NC1CCCCC1)c1cn(C2CC2)cc(C(=O)NC(c2ccccn2)C(F)(F)F)c1=O (stereo unspecified) | 6.5
O=C(O)CN1C(=O)CC(c2ccco2)Sc2ccccc21 (stereo unspecified) | 3.5
O=C(c1ccc([N+](=O)[O-])cc1)N1N=C2CCCCCC2C1(O)C(F)(F)F (stereo unspecified) | 0.5
Oc1ccccc1-c1cc(C(F)(F)F)nc(-c2ccccc2)n1 | -1.7
COc1ccc(-c2csc(C(C#N)C=Nc3ccccc3I)n2)cc1 (stereo unspecified) | -6.5
CN(Cc1csc(-c2cccs2)n1)C(=O)c1cn(C2CC2)cc(C(=O)NC2CCCCC2)c1=O | 14.6
Nc1nonc1C(=O)CSc1nnc2c(n1)[nH]c1ccccc12 | 0.8
CC(C)OCCCNC(=O)CSc1c2c(nc3ccc(Cl)cc13)CCCC2 | 2.2
c1ccc(-c2nc3ccccc3[nH]2)cc1 | -1.7

Among those listed so far, these contain a COOH group:
SMILES | ROC1-CUL1 inh
CCCCN1C(=O)c2ccc(C(=O)Nc3cc(OC)c(OC)cc3C(=O)O)cc2C1=O | 1.3
O=C(O)CN1C(=O)CC(c2ccco2)Sc2ccccc21 (stereo unspecified) | 3.5

Next results follow:
SMILES | ROC1-CUL1 inh
O=C(CS(=O)(=O)c1cccc2nsnc12)NCc1ccccc1Cl | -0.7
CCc1noc(C)c1C(=O)NCC12CC3CC(CC(C3)C1)C2 | -7.9
CCOC(=O)C1CCN(c2c(C(=O)c3ccc(C)cc3)cnc3ccc(F)cc23)CC1 | -7.7
O=c1c2ccccc2[nH]c(=S)n1C1CCCC1 | -1.2
COC(=O)c1ccc(C(=O)OC)c(NC(=O)c2ccc(-c3ccccc3)s2)c1 | -12.0
COc1ccc(/C=C2\SC(=O)N(Cc3ccc(F)cc3)C2=O)cc1C | -1.5
O=S(=O)(NCc1ccccc1Cl)c1ccc(Br)s1 | 4.1
CSc1ccc(CCNC(=O)Cn2ncc3c(=O)oc4ccccc4c32)cc1 | -6.1
Cc1cccc(CC(=O)Nc2cnn(-c3cccc(C(=O)NC(C)Cc4ccsc4)c3)c2)c1 (stereo unspecified) | 4.3
CC1CCC(NC(=O)c2ccc3c(c2)N(Cc2cccc(Cl)c2)C(=O)c2ccccc2S3=O)CC1 (stereo unspecified) | -0.5
COC(=O)C1=C(C)N(C(C)C)C(=O)C1(NC(=O)c1ccc(C(C)(C)C)cc1)C(F)(F)F (stereo unspecified) | -1.3
c1cc(-c2cncnc2)cc(-c2ccn(CC3CCCCO3)n2)c1 (stereo unspecified) | 9.8
Fc1ccc(-c2ccc(CNCCSc3nnnn3-c3ccccc3)o2)cc1Cl | 1.8
Cc1cc(C)c(C)c(OC(=O)C23CCC(C)(C(=O)O2)C3(C)C)c1 (stereo unspecified) | 1.6
Cc1ccc(-c2cc(C(F)F)n3ncc(C(=O)N(C)c4ccc(OC(F)(F)F)cc4)c3n2)cc1 | 1.7
NC(=O)C1CCCN(C(=O)c2ccc3oc(Cc4ccccc4)nc3c2)C1 (stereo unspecified) | -2.4
CCOc1ccc(NC(=O)c2ccc(C(C)(C)C)c(Br)c2)cc1 | 6.5
COc1ccc(C(=O)/C=C/c2cn(-c3ccccc3)nc2-c2cccs2)cc1 | 1.1
O=C1NCCN1c1ccc(CN2CCCC(N3CCCC3)C2)cc1 (stereo unspecified) | 10.2
COC(=O)c1cc(OC)c(OC)cc1NC(=O)N1c2ccccc2Sc2ccccc21 | 2.6
COc1ccc(/C=N/OC(=O)c2ccccc2)cc1 | 4.4
CC(=O)OCC[N+]1(C)CC[N+](C)(CCCC(c2ccc(F)cc2)c2ccc(F)cc2)CC1 (stereo unspecified) | -6.5
O=C(Nc1ccc(C(=O)N2CCN(c3ccc(Cl)cc3)CC2)cc1)c1nsc2ccccc12 | 1.9
Cc1ccc(Oc2ccc(N3C(=O)c4ccc(Oc5ccc([N+](=O)[O-])cc5)cc4C3=O)cc2)cc1C | 10.0
Cc1cccc(OCC(=O)Nc2nnc(S(=O)(=O)N3CCc4ccccc43)s2)c1 | -1.8
COc1cc(CC2(CCC(=O)N(Cc3c(C)nn(C)c3C)C(C)C)CCC(=O)N2)ccc1F (stereo unspecified) | 1.1

Taken from above:
ROC1-CUL1 inh, `COC(=O)c1cc(OC)c(OC)cc1NC(=O)N1c2ccccc2Sc2ccccc21` = 2.6
ROC1-CUL1 inh, `O=C(Nc1ccc(C(=O)N2CCN(c3ccc(Cl)cc3)CC2)cc1)c1nsc2ccccc12` = 1.9
ROC1-CUL1 inh, `CC(=O)OCC[N+]1(C)CC[N+](C)(CCCC(c2ccc(F)cc2)c2ccc(F)cc2)CC1` (stereo unspecified) = -6.5
ROC1-CUL1 inh, `O=C1NCCN1c1ccc(CN2CCCC(N3CCCC3)C2)cc1` (stereo unspecified) = 10.2
ROC1-CUL1 inh, `Cc1ccc(Oc2ccc(N3C(=O)c4ccc(Oc5ccc([N+](=O)[O-])cc5)cc4C3=O)cc2)cc1C` = 10.0
ROC1-CUL1 inh, `NC(=O)C1CCCN(C(=O)c2ccc3oc(Cc4ccccc4)nc3c2)C1` (stereo unspecified) = -2.4
ROC1-CUL1 inh, `COc1ccc(/C=N/OC(=O)c2ccccc2)cc1` = 4.4

Bioassay records deposited in PubChem BioAssay by Icahn School of Medicine at Mount Sinai.
